High-throughput results (PubChem BioAssay)
TPT1 inh = C. albicans TPT1 enzyme inhibition. recombinant caTPT1, FP RNA substrate dephosphorylation. inhibition, % at 5 µM. hit rate 0.81% among 300,000. AID 1962;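 active = inhibition above the mean of all tested compounds plus 3 SD, set per screening campaign, cut at about 24% in these data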;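 note: plate controls were DMSO alone for no effect and ferristatin control at 100 nM for full effect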
Fam108B inh = blocks mouse Fam108B hydrolase in RBBP9 counter-screen; recombinant Fam108B, FP-Rh probe fluorescence polarization; hit rate 0.33% among 300,000; inhibition, % at 9.51 µM; AID 1947;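 active = inhibition above the screen mean inhibition plus 3 SD, computed separately per campaign, cut at about 18% in these data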;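 note: inhibitors lower polarization as less probe binds the enzyme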
GLD-1 RNA inh = GLD-1-TGE RNA interaction inhibition (C. elegans) | Q17339 | purified GLD-1 + fluorescein TGE RNA, fluorescence polarization | inhibition, % at 5.96 µM | hit rate 0.44% among 320,000 | AID 2280;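 active = percent inhibition above a per-plate cutoff, the plate mean of test compounds plus 3 SD, cut at about 30% in these data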;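 note: 0% = DMSO wells with GLD-1 and probe and 100% = wells lacking GLD-1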
Target sequence (Q17339 whole entry, looked up): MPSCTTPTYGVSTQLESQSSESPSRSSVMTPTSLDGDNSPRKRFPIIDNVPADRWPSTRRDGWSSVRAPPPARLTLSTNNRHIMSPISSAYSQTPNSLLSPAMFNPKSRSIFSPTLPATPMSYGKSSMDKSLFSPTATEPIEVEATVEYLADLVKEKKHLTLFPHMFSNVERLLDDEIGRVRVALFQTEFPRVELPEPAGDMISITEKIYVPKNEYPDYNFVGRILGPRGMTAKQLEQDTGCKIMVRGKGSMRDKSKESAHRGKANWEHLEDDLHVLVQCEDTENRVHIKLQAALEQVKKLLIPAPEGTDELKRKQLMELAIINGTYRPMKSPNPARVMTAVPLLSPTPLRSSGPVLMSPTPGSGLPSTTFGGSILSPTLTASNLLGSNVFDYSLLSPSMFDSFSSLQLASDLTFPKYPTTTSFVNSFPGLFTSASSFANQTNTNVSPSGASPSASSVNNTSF
MEX-5 binding = C. elegans MEX-5 TCR-2 RNA binding activity. activity score (negative = inhibition of binding), % at 10 µM. MEX-5/FITC-TCR2 RNA binding, fluorescence polarization; hits give low values. Q9XUB2. hit rate 0.38% among 300,000;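 active = inhibition past about -25% in most replicates, and total fluorescence under double the plate's negative control median, limit read from the data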;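 note: 0% = DMSO and -100% = 5 µM competing unlabeled TCR2 RNA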
Bcl-xL primary = inhibitors of human Bcl-xL; Q07817; GST-Bcl-xL / FITC-Bim BH3 peptide fluorescence polarization; inhibition, % at 10.9 µM; hit rate 0.7% among 320,000; AID 2129;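 active = inhibition above the mean of all tested compounds plus 3 SD, cutoff set per campaign, cut at about 30% in these data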;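 note: 0% = DMSO wells and 100% = unlabeled Bim-BH3 peptide competitor; inhibitors lower millipolarization by displacing the labeled peptide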
Target sequence (Q07817 whole entry, looked up): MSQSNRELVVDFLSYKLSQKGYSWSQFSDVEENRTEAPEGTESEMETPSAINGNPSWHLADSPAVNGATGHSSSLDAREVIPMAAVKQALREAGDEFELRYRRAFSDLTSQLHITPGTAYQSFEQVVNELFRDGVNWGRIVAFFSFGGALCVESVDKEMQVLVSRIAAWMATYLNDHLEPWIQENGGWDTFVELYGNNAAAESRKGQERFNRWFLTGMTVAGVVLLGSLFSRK
GSTO1 counter = blocks human GSTO1 in RBBP9 counter-screen; hit rate 1.1% among 300,000; inhibition, % at 5.96 µM; AID 1974; recombinant GSTO1, activity-based probe fluorescence polarization; P78417;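 active = inhibition above the campaign mean inhibition plus 3 SD, cut at about 35% in these data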;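 note: 0% = GSTO1-1 with DMSO and 100% = wells lacking GSTO1-1 enzyme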
MCL1-BIM inh = MCL1-BIM-BH3 interaction inhibition (human) | GST-MCL1 / FITC-Bim-BH3 fluorescence polarization | hit rate 0.68% among 320,000 | Q07820 | AID 2057 | inhibition, % at 10.9 µM;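 active = inhibition above the mean inhibition of all tested compounds plus 3 SD, set per campaign, cut at about 40% in these data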;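 note: 0% = DMSO wells and 100% = unlabeled Bim-BH3 peptide control; higher means more loss of mP so more displacement of Bim peptide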
Target sequence (Q07820 whole entry, looked up): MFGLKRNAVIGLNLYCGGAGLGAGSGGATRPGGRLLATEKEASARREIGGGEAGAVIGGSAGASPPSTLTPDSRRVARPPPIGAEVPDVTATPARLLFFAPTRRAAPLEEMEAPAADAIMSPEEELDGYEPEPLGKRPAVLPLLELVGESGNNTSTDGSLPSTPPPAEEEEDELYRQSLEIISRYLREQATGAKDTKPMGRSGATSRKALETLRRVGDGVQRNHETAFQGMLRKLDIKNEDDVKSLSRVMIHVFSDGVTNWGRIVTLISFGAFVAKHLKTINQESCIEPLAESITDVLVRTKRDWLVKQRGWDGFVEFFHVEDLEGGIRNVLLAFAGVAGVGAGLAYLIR
PME-1 inh = PME-1 (human) inhibition | Q9Y570 | recombinant PME-1, FP-Rh probe fluorescence polarization | inhibition, % at 5.9 µM | hit rate 0.53% among 320,000 | AID 2130;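 active = inhibition above the campaign mean of all compounds plus 3 SD, cut at about 26% in these data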;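 note: competitive labeling of PME-1 active site by serine hydrolase directed probe; 0% = PME-1 with DMSO and 100% = wells lacking PME-1 enzyme; inhibitors block probe labeling so polarization falls and inhibition rises; many of its hits are not listed in these tables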
PAD4 inh = PAD4 (human) enzyme inhibition; Q9UM07; recombinant PAD4, RCA probe fluorescence polarization; inhibition, % at 6.36 µM; hit rate 0.41% among 330,000; AID 485272;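 active = percent inhibition above a cutoff equal to the mean of all tested compounds plus 3 SD, cut at about 15% in these data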;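 note: 0% = PAD4 with RCA probe and DMSO and 100% = probe without PAD4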
The depositor's hits bear a star; · = no result given. These rows are one share of the data; rates above refer to the full screens.

SMILES	TPT1 inh	Fam108B inh	GLD-1 RNA inh	MEX-5 binding	Bcl-xL primary	GSTO1 counter	MCL1-BIM inh	PME-1 inh	PAD4 inh
CCOCC(=O)Nc1nnc(C)s1	-5	1	5	-1.3	3	34	6	-7	-1
NS(=O)(=O)c1ccc(NC(=S)NCc2ccc(Cl)cc2)cc1	-2	-3	-1	-0.2	9	0	6	-5	20*
CSC(=Nc1ccc(Cl)cc1)N[n+]1ccccc1	-4	0	4	-0.9	-14	4	-35	-5	-1
COc1ccc2nc(COC(=O)c3cccc([N+](=O)[O-])c3)c(C(C)=O)[n+]([O-])c2c1	-3	4	2	·	6	-1	7	1	0
Nc1nc(Cl)c(C=O)c(N2CCCCC2)n1	-4	-2	9	-2.4	6	7	3	-1	2
O=C(/C=C/c1ccc(OCCCF)cc1)Nc1ccnc(-c2cccnc2)n1	5	-16	-16	-51*	-3	-1	-9	-50	-7
Cc1cccc(C)c1OCc1cc(C(=O)N2CCC(C3CCCCC3)C2)no1 (stereo not drawn)	1	1	4	1.6	0	-1	-6	2	-2
COc1cc(C2C(C#N)=C(N)Oc3cc(O)ccc32)cc2c1OCO2 (stereo not drawn)	-1	-6	3	-4.6	3	4	7	4	-2
Cc1ccc(NC(=S)N2CCCC(c3ccccc3)=N2)cc1	3	-3	5	-2.5	-1	-8	-1	1	2
Cc1ccccc1C(=O)Nc1nnc(S(=O)(=O)N(C)Cc2ccco2)s1	-2	1	4	-2.0	5	-28	3	-6	2
N/C(=N\OC(=O)c1ccccc1Cl)c1ccncc1	3	0	-2	-3.1	-2	18	-4	3	-10
CC(NC(=O)CS(=O)(=O)c1ccccc1)c1ccccc1 (stereo not drawn)	-4	-1	7	0.9	5	-3	5	0	1
CCCS(=O)(=O)N1CCCC(C(=O)NCc2cccnc2)C1 (stereo not drawn)	-7	-3	3	-0.6	5	6	5	0	-2
O=C(NC1CCCC1)c1ccc(CSCc2ccccc2F)o1	-1	6	-6	-0.1	4	-2	4	-4	-4
COCCCN(C(=S)Nc1cc(C)cc(C)c1)C(C)c1ccncc1 (stereo not drawn)	-1	-5	1	1.6	0	-7	2	-7	3
COc1cc(OC)nc(NC(=O)CSc2nc3ccccc3[nH]2)n1	-1	1	0	0.3	0	-42	-3	-10	0
Cc1cnc(CN(C)C(=O)CC2C(=O)NCCN2CCCc2ccccc2)[nH]1 (stereo not drawn)	1	-1	2	1.0	1	0	10	-1	-4
COc1cc(C)c(NC(=O)C(=S)NCc2ccccc2)cc1C	-2	-3	4	0.9	2	7	-6	2	-1
CCOC(=O)c1ccccc1NC(=O)CSc1nc2ccccc2o1	0	-2	4	-0.8	-5	1	-6	3	-1
Nc1ccc(N2CCCCCC2)cc1	-3	13	21	·	27	78*	42*	16	43*
C=CCNc1ccc(N2C(=O)CCCC2=O)cc1[N+](=O)[O-]	3	-5	6	-2.1	3	-3	1	-6	0
Cc1cc(O)ccc1Nc1nc(-c2cccs2)cs1	-11	3	0	-0.7	9	10	9	2	2
COc1ccc(-c2nnc(-c3ccc(F)cc3)o2)cc1	2	-1	-6	1.3	0	-5	2	-4	-1
CCOC(=O)c1cc(C)nc(SC)c1C#N	2	-2	1	0.9	0	-6	9	-1	-1
Cc1oc(-c2ccccc2)nc1CS(=O)CC(=O)O (stereo not drawn)	-1	1	2	-2.7	1	6	5	-1	1
COC(=O)Cn1c(C)nc([N+](=O)[O-])c1Br	-3	-2	-9	-5.2	-1	-3	2	5	-4
O=C(N/N=C/c1cccc(O)c1)C(=O)N1CCCCCC1	-4	4	3	-0.8	5	8	5	-4	2
COc1ccc(OC)c(CNC(=O)CCCn2ccc3cc(S(=O)(=O)N4CCCC4)ccc32)c1	1	-1	-2	-0.8	5	2	-2	24	-2
COc1ccc(CC(=O)N/N=C/c2sccc2C)cc1	-1	0	-6	0.0	6	8	8	0	-7
S=C(Nc1ccc(OCc2ccccc2)cc1)Nc1cccc(Cl)c1Cl	0	-1	0	-0.2	2	-3	9	-3	1
CCOc1cccc2cc(C(=O)NCc3ccccc3Cl)c(=O)oc12	4	-1	1	-0.2	2	-3	4	-1	-6
C=CCn1c(SCC(=O)NC2CC2)nnc1C1CC1	1	1	1	-1.0	2	0	1	-1	-4
O=C(CCc1ccccc1)Nc1ccc2c(c1)OCCO2	-7	-5	-2	1.4	5	13	11	-7	0
CC(=O)Nc1ccc(NC(=O)c2c(C)c(-c3ccccc3)nc3ccccc23)cc1	3	1	4	-0.3	0	1	0	2	0
CC1(C)CCC(=O)N2CC[C@H]3C[C@H](OC(=O)Nc4ccc(Br)cc4)C[C@@H]1[C@H]32	2	-4	9	1.9	-1	31	-6	-1	-4
O=C(Nc1cc(Sc2nc3ccccc3s2)cc([N+](=O)[O-])c1)c1ccccc1	-1	4	6	1.1	3	-19	10	4	-3

Looked up by compound from above, 2 records:
SMILES	TPT1 inh	Fam108B inh	GLD-1 RNA inh	MEX-5 binding	Bcl-xL primary	GSTO1 counter	MCL1-BIM inh	PME-1 inh	PAD4 inh
O=C(N/N=C/c1cccc(O)c1)C(=O)N1CCCCCC1	-4	4	3	-0.8	5	8	5	-4	2
COC(=O)Cn1c(C)nc([N+](=O)[O-])c1Br	-3	-2	-9	-5.2	-1	-3	2	5	-4

(further entries)
SMILES	TPT1 inh	Fam108B inh	GLD-1 RNA inh	MEX-5 binding	Bcl-xL primary	GSTO1 counter	MCL1-BIM inh	PME-1 inh	PAD4 inh
Cc1cc(S(=O)(=O)N2CCCCC2)ccc1OCC(=O)Nc1ccccc1	-1	-1	4	-1.0	1	3	-2	-1	1
Cc1ccc(C(=O)NCCC2=CCCCC2)cc1S(=O)(=O)N1CCOCC1	0	0	0	-2.2	12	6	-1	1	1
Cc1ccc(NC(=O)C2C3C=CC(O3)C2C(=O)O)c(C)c1 (stereo not drawn)	-5	0	5	-0.6	11	1	6	-3	-1
Cc1ccc(S(=O)(=O)NCc2ccccc2)cc1C(=O)N1CCN(c2ccccc2)CC1	·	·	9	·	7	·	8	0	2
NC(=O)N/N=C/c1ccccc1OC(=O)c1ccccc1Br	0	-1	9	1.9	5	12	8	-2	-4
CCCc1nc(SCC(=O)NC2CCCC2)c2ccccc2n1	1	2	8	0.4	1	-1	17	3	5
NS(=O)(=O)c1ccc(N=Nc2c[nH]c(=O)c(O)c2)cc1	-38	4	39*	-89*	130*	64*	163*	-66	3
COc1ccc(C(C[N+](=O)[O-])C2(c3ccc(OC)c(OC)c3)C(=O)c3ccccc3C2=O)cc1 (stereo not drawn)	1	0	0	1.8	6	-12	5	1	0
CCCNC(=O)Cc1c(O)c2ccccc2[nH]c1=O	0	1	-2	1.6	8	7	9	-1	2
CCCCCC1CCC(C(=O)O)CC1 (stereo not drawn)	-1	-4	0	-0.5	2	2	1	-1	0
CC(C)c1ccc(Nc2nnc(SCC(=O)c3nnc(-c4ccccc4)o3)s2)cc1	42*	9	-11	·	10	-7	-11	8	-28
O=C(OCc1c(F)cccc1Cl)c1cnc(Cl)c(Cl)c1	-2	-1	2	-2.3	1	12	-1	-3	-2
Cc1ccc(N2C(=O)CCC2=O)c(C)c1	0	5	6	1.3	5	8	1	1	3
CN(CCC1CCOCC1)Cc1cn[nH]c1-c1ccc(-c2ccccc2)cc1	-1	-3	1	1.2	4	10	-1	0	-5
Cc1ccc(S(=O)(=O)N(CC(=O)N2CCC(C)CC2)Cc2ccccc2F)cc1	2	-2	3	1.7	-3	-3	0	7	-4
COC(=O)c1cc(C#N)c(Oc2ccccc2OC)nc1C	-4	3	4	0.6	0	-2	2	-3	-3
CCOc1ccc(NC(=O)COC(=O)CCS(=O)(=O)c2ccc(C)cc2)cc1	-2	0	-6	1.5	1	16	-19	-3	1
COc1ccc(NC(=O)C(F)(F)F)cc1OC	-4	-3	1	0.4	6	-1	-5	-6	-1
O=c1c2c3c(sc2nc(NCCO)n1CCc1ccccc1)CCCCC3	-1	8	9	-1.1	0	-8	6	18	6
O=C(/C=C/c1cccc([N+](=O)[O-])c1)OC1CCCCC1=O (stereo not drawn)	2	0	-7	0.0	0	0	-1	5	-6
Cc1noc(C(=O)NCC2CCCO2)c1Cl (stereo not drawn)	-6	-3	1	-0.4	7	-2	7	-4	-1
COc1ccc(-c2cc(C(F)(F)F)c(C#N)c(SCC(=O)Nc3ccccc3C#N)n2)cc1	3	-1	-13	-5.8	-6	-4	-7	2	2
O=C(c1cc(C2CC2)nc2ccc(Br)cc12)N1N=C(C(F)F)CC1(O)C(F)F (stereo not drawn)	-1	-1	3	-0.1	5	8	3	-11	-5
CNC(=S)/N=C/NOCc1c(Cl)cccc1Cl	-5	-4	7	-0.5	5	-3	9	-5	-6
CCn1cc(C(=O)N2CCc3ccccc32)c(=O)c2cc(S(=O)(=O)N3CCCC3)ccc21	2	-2	1	-1.8	10	14	1	4	7
CC1CCN(C(=O)CSc2nnc(-c3cccnc3)n2C2CCCCC2)CC1	-2	-8	1	1.6	1	5	1	5	-4
Cc1ccc(OCCNC(=O)c2ccccc2O)cc1	2	-1	0	2.6	4	2	10	-6	-2
CC(C)(C)c1cc(NC(=O)CSc2nnc(N)s2)n(-c2ccccc2)n1	-3	-5	2	-0.4	7	5	12	3	0
Cc1cc(N2CCCC(C(=O)Nc3ccc4c(c3)CCC4)C2)n2ncnc2n1 (stereo not drawn)	-2	0	5	26	-1	-4	2	-1	-3
CCc1ccccc1NC(=O)c1cc(-c2ccc3c(c2)OCO3)on1	-1	1	7	-1.0	0	2	2	3	-2
CCOC(=O)Cn1c(=N)n(CCOc2ccc(F)cc2)c2ccccc21	-2	-1	2	-1.1	2	-6	8	-6	-1
COc1ccc(/C=C(\NC(=O)c2ccc(C)cc2)C(=O)NCC2CCCO2)cc1 (stereo not drawn)	4	1	2	0.8	6	3	3	-5	1
CC(C)OCCCNC(=O)c1ccccc1NC(=O)C1=CSCCO1	0	2	5	1.2	4	-1	5	0	2
CN1N=C(/C=C/c2ccccc2)CCC1=O	0	0	-3	0.3	3	6	4	-2	0
COc1cc(OC)cc(C(=O)N[C@H](C(=O)Nc2nc(-c3ccc(F)c(F)c3)cs2)C(C)C)c1	0	1	5	-5.2	3	-10	2	5	2
COc1ccc2c(c1)CCC/C2=N/OC(=O)c1ccccc1OC	-2	1	-5	0.6	3	-1	3	5	2
Cc1ccc(OCC(=O)NN=C2c3ccccc3-c3ccccc32)cc1	2	-5	5	-2.2	2	-1	-1	-2	-2
Cc1ccc(-n2nc(C)cc2Nc2ncc(Cl)cc2Cl)cc1	1	3	-1	2.0	0	-1	0	-6	-2
O=C(CNCc1ccc(F)cc1)Nc1ccc(S(=O)(=O)N2CCOCC2)cc1	3	0	6	-4.9	3	1	5	10	-2
CN1CCn2c1nc(N1CCOCC1)nc2=O	4	-3	3	1.1	4	1	3	0	-1
N#C/C(=C/c1ccco1)C(N)=S	0	11	17	-1.0	35*	35	58*	-3	7
CCCCn1c(N)c(N(CC(C)C)C(=O)CCNC(=O)c2ccc(Br)cc2)c(=O)[nH]c1=O	1	-1	7	-0.1	0	-4	-6	2	-3
COc1ccc(/C=C(/NC(=O)/C=C/c2ccccc2)C(=O)N2CCOCC2)cc1	1	-1	-1	-0.4	4	4	0	0	-2
CCN1CCCC(OC(=O)Nc2ccccc2)C1 (stereo not drawn)	-2	-3	11	0.6	10	6	17	-3	-12
Cn1cc(CN2CCC(Oc3ccc(C(=O)N4CCCC4)cc3)CC2)cn1	-1	-2	0	2.5	3	1	6	2	5
